# Screening results as filed in PubChem BioAssay.
# Wee1 stabilizer: inhibitors of human Wee1 degradation. P30291. HeLa Luc-Wee1K328M stability, luciferase luminescence; 100% = proteasome inhibitor MG132 effect. reporter increase, % at 5 µM. 1.2% of 220,000 active;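 active = activation above the mean of all tested compounds plus 3 SD, set per screening run, cut at about 8.8% in these data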;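 note: cells exposed to compound for 20 h before luminescence read; 0% = DMSO alone and 100% = MG132 at 30 µM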
# Furin inhibitor: blocks human furin protease activity | purified furin, fluorogenic substrate cleavage | inhibition, % at 30 µM | 0.061% of 220,000 active; in the data active = inhibition above about 25%; note: inactives centre near -15
# KLK5 inh: inhibitors of human kallikrein 5; Q9Y337; 0.59% of 210,000 active; recombinant hK5, fluorogenic AMC substrate cleavage; inhibition, % at 5 µM; AID 873;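 active = inhibition of 40% or more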;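 note: 0% = enzyme controls without compound and 100% = no-enzyme blanks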
# Target sequence (Q9Y337 67-293 limits assumed): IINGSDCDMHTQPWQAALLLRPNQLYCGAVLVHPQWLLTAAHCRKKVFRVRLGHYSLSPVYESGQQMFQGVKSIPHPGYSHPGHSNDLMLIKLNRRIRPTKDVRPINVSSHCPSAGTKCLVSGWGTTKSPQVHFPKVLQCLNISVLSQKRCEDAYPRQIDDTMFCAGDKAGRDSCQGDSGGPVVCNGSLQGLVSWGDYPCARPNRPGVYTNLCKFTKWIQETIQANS
# FXIIa inh 1536: inhibitors of human coagulation factor XIIa; 0.3% of 220,000 active; AID 800; purified FXIIa, Boc-QGR-AMC fluorogenic substrate, 2 h; inhibition, % at 5 µM; in the data active = inhibition above about 40%;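 note: 0% = enzyme with no compound and 100% = blank without enzyme; many of its hits are not listed in these tables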
# Target sequence (P00748 20-372 limits assumed): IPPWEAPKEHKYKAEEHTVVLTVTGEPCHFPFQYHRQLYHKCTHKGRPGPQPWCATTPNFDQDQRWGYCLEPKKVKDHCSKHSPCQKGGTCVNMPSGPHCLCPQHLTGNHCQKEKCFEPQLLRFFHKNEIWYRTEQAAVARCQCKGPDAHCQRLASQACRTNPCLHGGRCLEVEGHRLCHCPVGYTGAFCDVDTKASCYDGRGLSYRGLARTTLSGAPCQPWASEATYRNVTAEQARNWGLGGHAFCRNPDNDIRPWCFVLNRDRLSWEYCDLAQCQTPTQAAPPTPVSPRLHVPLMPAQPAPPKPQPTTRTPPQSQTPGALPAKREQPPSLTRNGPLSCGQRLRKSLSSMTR
# Target sequence (P00748 373-615 limits assumed): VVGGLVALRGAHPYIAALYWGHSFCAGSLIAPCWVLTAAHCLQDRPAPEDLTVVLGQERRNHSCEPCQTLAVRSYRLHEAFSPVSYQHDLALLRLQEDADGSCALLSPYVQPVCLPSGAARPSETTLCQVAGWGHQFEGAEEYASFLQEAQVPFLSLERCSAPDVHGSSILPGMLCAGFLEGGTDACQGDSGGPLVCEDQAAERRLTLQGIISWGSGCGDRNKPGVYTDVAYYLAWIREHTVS
# p97 inhibitor: inhibitors of human p97 ATPase. 0.42% of 220,000 active. P55072. inhibition, % at 8 µM. AID 1481. recombinant p97 ATPase, Kinase-Glo ATP luminescence, 3 h; in the data active = inhibition above about 15%;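 note: 0% = DMSO vehicle and 100% = wells lacking enzyme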
# Cl transport mod: modulators of human KCC2 chloride dependent transport; Q9H2X9; AID 1456; KCC2 cells, thallium flux FluoZin-2 fluorescence; 2.2% of 190,000 active; B-score of Tl+ flux slope (higher = more flux/activation; lower = inhibition) at 10 µM;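 active = thallium flux slope and its plate-corrected score both differing from the plate sample mean at a set confidence after two filtering rounds, in either direction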;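 note: slope of fluorescence scaled to starting intensity during 10 to 20 s after thallium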
# FXIa inh: inhibitors of human coagulation factor XIa | P03951 | purified FXIa, Boc-Glu-Ala-Arg-AMC fluorogenic substrate | 0.14% of 220,000 active | AID 798 | inhibition, % at 5 µM;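 active = inhibition of at least 40%; inactive = inhibition below 40%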;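 note: fluorescence of freed AMC excited at 355 nm; 0% = enzyme without compound and 100% = no enzyme blank; many of its hits are not listed in these tables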
# PERK inhibitor: human PERK inhibition, primary cell-based screen | Q9NZJ5 | CHO PERK-DD fusion, SEAP luminescence translation reporter | inhibition, % at 5.6 µM | 0.17% of 220,000 active | AID 1416;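 active = inhibition above the mean inhibition of all tested compounds plus 3 SD, set separately per screening campaign, cut at about 2.9% in these data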;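 note: PERK kinase domain activated by AP20187 dimerizer at 100 nM; 0% = DMSO with dimerizer and 100% = rapamycin at 8.4 µM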
# Thrombin inh: thrombin (human) inhibition | P00734 | alpha-thrombin, Boc-VPR-AMC fluorogenic substrate cleavage | inhibition, % at 5 µM | 0.26% of 220,000 active | AID 1046;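 active = inhibition at or above 40%; inactive = inhibition below 40%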;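 note: 0% = enzyme with no compound and 100% = wells without enzyme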
#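 Material: Human alpha-thrombin protein | Buffer or medium: pH 7.5 Tris-saline with Tween 20 | Reagent: Boc-VPR-AMC substrate, 15 µM final | Schedule: Reaction at ambient temperature | Detection: AMC fluorescence at 355 nm excitation and 460 nm emission | Evaluation: Percent inhibition scaled between no-compound controls and no-enzyme blanks | Controls: no-compound enzyme wells and no-enzyme blanks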
# * marks the source's active call; other numbers are inactive results; x = no result given; [ ] = remark or other dose. Outcome played no part in choosing rows, and some 4.4% of all compounds hit somewhere here.
# The line under a structure holds: Wee1 stabilizer	Furin inhibitor	KLK5 inh	FXIIa inh 1536	p97 inhibitor	Cl transport mod	FXIa inh	PERK inhibitor	Thrombin inh
> S=c1[nH]c(-c2ccc(Cl)cc2)cs1
    -0.2	-24.8	-3.5	3.9	4.0	55.4*	18.1	0.3	-26.1
> O=C(Cc1ccc(Cl)cc1)Nc1ccc2oc(-c3ccncc3)nc2c1
    -3.3	-29.0[20 µM]	-3.1	6.9	-6.7	0.317	-3.2	-0.6	-0.1
> COc1ccc(CC2(CO)CCN(Cc3cccn3-c3ccccn3)CC2)cc1
    -3.1	-19.2	4.8	6.3	4.5	-0.0713	-0.6	-0.2	1.2
> Cc1nn(-c2ccccc2)c2c1C(c1ccc(F)cc1)C(C#N)=C(N)O2 (centres undefined)
    -1.9	-12.3	-15.2	-1.2	-4.2	0.724	-3.0	-0.4	-7.6
> O=S(=O)(c1ccccc1)c1cnn(-c2ccccc2)c1-c1ccc(F)cc1
    -1.2	-13.9[20 µM]	1.8	-7.4	2.4	-0.875	0.0	0.1	-17.0
> CCOC(=O)c1[nH]c(C)c(C(=O)OC(C)C(=O)Nc2ncc(Cl)cc2Cl)c1C (centres undefined)
    -1.4	-16.7[20 µM]	-28.7	-5.2	7.9	-0.458	-15.2	0.9	-7.3
> CCOc1ccc(N2CCc3c(C)nc(SC)nc32)cc1
    2.8	-10.8	-6.4	3.1	0.2	-0.168	-1.4	0.6	-5.9
> CCOC(=O)c1ccc(NC(=O)CSCC(=O)OCC(=O)c2ccccc2)cc1
    4.1	-12.9	-9.6	17.9	-0.7	-0.132	11.0	-0.8	0.9
> O=C(CSc1cccc[n+]1[O-])Nc1cccc(Oc2ccccc2)c1
    -2.5	-28.6	1.1	7.5	0.1	0.112	-1.6	-0.4	-4.3
> Cc1[nH]c2ccccc2c1SCC(=O)N1CCOCC1
    1.9	-21.8	-11.2	26.8	4.3	-0.107	21.6	1.5	-3.1
> CCc1ccc[n+](-c2[nH]c(=O)sc2/C=N/NC([S-])=Nc2ccccc2)c1
    1.8	6.5	16.6	-0.9	-3.5	0.335	-10.0	-0.4	34.4
> O=C(NO)c1cc(OCC(F)(F)F)ccc1OCC(F)(F)F
    1.1	-10.7[20 µM]	-11.0	22.5	-4.0	1.11	4.5	-0.3	3.8
> CCOC(=O)c1sc2nc(C3CC3)cc(-c3ccc(F)cc3)c2c1N
    -1.6	-24.4[20 µM]	-0.6	5.6	-0.5	0.405	-8.3	0.0	-4.6
> CCC(CC)c1nnc(NC(=O)c2nn(C)c(=O)c3ccccc23)s1
    1.9	-10.6	-5.2	5.3	-5.9	-1.32	-3.4	0.6	-6.4
> CCCCCn1c(=S)[nH]c2cc(C(=O)N3CCCC3)ccc2c1=O
    -1.5	-25.3	x	11.6	1.7	2.25	0.0	0.7	-1.1
> COc1cc(S(=O)(=O)N(Cc2ccccc2)CC2CCCO2)ccc1-n1cnnn1 (centres undefined)
    -3.8	10.0	-7.0	12.6	-5.7	0.341	2.6	-1.7	2.8
> CCn1c2ccccc2c2nnc(NN)nc21
    -2.0	-5.6	-7.0	10.7	1.3	1.29	12.1	0.0	-3.1
> Cc1ccc(-n2c(C)cc(/C=N/NC(=O)c3ccncc3)c2C)cc1C
    -0.5	7.9	21.9	17.6	-1.7	-0.751	10.7	-0.3	14.9
> CCCCS(=O)(=O)N1C2=NC(C(=O)OC)=C(C(=O)OC)[C@@H]3N(C)c4ccc(OC)cc4[C@]23C[C@H]1C(=O)OC
    x	-9.9	1.2	8.1	x	-0.185	1.4	x	-1.5
> COc1ccc(OC)c(NC(=O)CSCC(=O)O)c1
    -1.3	-22.1	0.3	7.7	0.9	1.95	1.8	1.6	-0.4
> CC1(c2nnc(Cc3ccccc3)o2)CC(c2ccc([N+](=O)[O-])cc2)=NO1 (centres undefined)
    x	-15.9	-1.4	6.4	x	-1.73	-2.1	x	-1.2
> O=C(NCCO)/C(=C\c1ccco1)NC(=O)c1cccs1
    -0.8	0.6	5.3	-1.3	-7.3	0.0646	-5.1	0.1	-11.9
> O=[N+]([O-])c1ccc2nc(SCc3ccccc3Cl)sc2c1
    1.7	-14.9[20 µM]	3.6	3.8	-2.8	x	5.7	-0.1	1.3
> COc1cc(/C=C(/C#N)C(=O)Nc2ccc(Cl)cc2)ccc1Oc1nc(Cl)ncc1F
    -0.3	-20.5	4.0	15.4	8.3	1.16	5.0	0.6	4.7
> CCN(CC)c1ccc(/C=N/NC(=S)NCc2ccccc2)cc1
    -1.4	-4.6[20 µM]	-23.7	4.7	2.1	0.0626	1.9	0.8	1.1
> O=C(Nc1ccccc1N1CCOCC1)C1Cc2ccccc2CN1C(=O)c1ccco1 (centres undefined)
    1.6	-18.6[20 µM]	15.2	9.4	2.5	x	3.8	-1.3	-2.8
> Cc1ccc(-c2nc3ccccc3s2)cc1NC(=O)c1cc(-n2cnnc2)ccc1Cl
    -3.0	-14.1[20 µM]	-20.9	5.7	2.7	0.000581	-3.5	0.1	-4.0
> CC(=O)Oc1ccc2oc(=O)c3c(c2c1)CCCN3C(=O)CN1CCN(c2ncccn2)CC1
    4.7	-14.2	-0.3	5.5	4.9	0.797	2.7	-0.5	6.9
> CC(=O)c1ccc(N(C(=O)Cc2c[nH]c3ccccc23)C(C(=O)NC2CCCCC2)c2cccs2)cc1 (centres undefined)
    2.9	-15.1[20 µM]	-4.2	27.2	0.6	x	0.7	0.3	1.7
> COc1ccc(OC)c2[nH]c(=O)c(CCNC(C)=O)cc12
    -0.2	-25.5	-10.4	6.9	-2.4	-0.0482	6.6	1.6	-4.5

# Look-ups from the list.
# In FXIa inh, COc1cc(S(=O)(=O)N(Cc2ccccc2)CC2CCCO2)ccc1-n1cnnn1 (centres undefined) is listed with 2.6
# In Furin inhibitor, CCC(CC)c1nnc(NC(=O)c2nn(C)c(=O)c3ccccc23)s1 is listed with -10.6

# Remaining list, next part
# The line under a structure holds: Wee1 stabilizer	Furin inhibitor	KLK5 inh	FXIIa inh 1536	p97 inhibitor	Cl transport mod	FXIa inh	PERK inhibitor	Thrombin inh
> Cc1ccccc1N1CC(=O)Nc2c(oc3nc(-c4ccccc4)cc(C)c23)C1=O
    -3.4	-14.5	-5.9	7.5	4.9	1.11	-1.5	0.1	3.7
> NCCCNC(=O)c1cc2ccccc2[nH]1
    -1.3	-24.2	-21.4	9.9	3.7	1.59	3.2	0.6	4.0
> COc1ccccc1CNC(=O)COC(=O)[C@H](Cc1c[nH]c2ccccc12)NC(=O)c1cccs1
    -0.9	-21.9	-8.8	7.5	7.6	-0.848	-1.4	-0.1	-5.2
> O=C(c1cccs1)N(Cc1ccccn1)Cc1ccco1
    -0.2	13.0[20 µM]	0.4	-9.5	5.2	-0.412	-13.0	0.8	-1.5
> CC(C)(C)C(=O)NC1(C(F)(F)F)N=C2SCCN2C1=O (centres undefined)
    -0.1	-18.9[20 µM]	-4.3	13.8	0.6	0.446	7.5	0.6	5.0
> O=C(COc1cccc(NC(=O)c2cccs2)c1)c1ccc(F)cc1
    0.2	-23.4	-4.8	10.1	5.3	-2.29	-0.2	-0.8	-1.8
> CCOC(=O)CSc1nc2cc(C(=O)N3CCC(C(N)=O)CC3)ccc2c(=O)n1C1CCCCC1
    8.2	-6.4	2.4	12.0	-4.2	-0.0997	2.5	0.8	-7.2
> Cc1ccc(NP(=O)(c2ccc(N(C)C)cc2NC(=O)c2cccs2)N2CCOCC2)cc1Cl (centres undefined)
    -1.4	-16.7	-2.4	9.9	5.1	-0.787	7.5	-0.2	-1.9
> O=C1CC(c2ccccc2)CC(O)=C1C=NCCN1CCN(C(=O)Nc2ccccc2)CC1 (centres undefined)
    -4.4	-1.5	5.2	8.1	1.6	x	2.0	0.6	-1.4
> CC1(C)CC(=O)c2ccc(O)cc2O1
    -4.2	-21.8	12.6	10.3	7.8	-0.809	2.6	1.1	1.3
> c1cc(CNC2C3CC4CC(C3)CC2C4)ccn1 (centres undefined)
    -0.3	-15.8	-5.8	2.6	-4.2	0.494	-6.4	0.4	-1.0
> Cc1[nH]n(-c2ccccc2)c(=O)c1C(c1ccc(C(=O)O)cc1)c1c(C)[nH]n(-c2ccccc2)c1=O
    4.2	-17.8	-15.3	13.6	13.7	0.00349	8.0	0.6	-6.7
> COc1ccc(OC)c(C2C(C(C)=O)=C(O)C(=O)N2c2ccc(O)cc2)c1 (centres undefined)
    -1.4	-9.1	-20.7	-7.1	4.7	0.0382	-3.3	1.3	-11.1
> CCO[C@@H]1OC(C(=O)NC2CC2)=C[C@H](c2c[nH]c3ccccc23)[C@H]1CCCO
    x	-23.0	1.2	9.2	x	-0.796	0.8	x	0.4
> O=C(c1cc2c(s1)CCCC2)N1CCN(c2ccccc2)CC1
    -1.7	-17.6	-8.8	2.5	-1.0	0.909	-4.2	0.0	-2.9
> CCOC(=O)C1CCCN(C(=O)c2ccc(CNS(=O)(=O)c3ccc(C)cc3)cc2)C1 (centres undefined)
    2.2	-25.7	x	10.7	-4.1	-0.744	3.7	0.4	1.8
> O=C1C=C(Nc2ccc(Cl)cc2)CC(c2ccco2)C1 (centres undefined)
    -0.3	-9.2[20 µM]	-14.0	0.2	0.3	-0.502	-1.4	-0.7	-4.2
> Cc1cc(C(=O)OCC(=O)Nc2c(F)cccc2F)c(C)n1-c1ccccc1
    0.7	-13.5	-13.8	-5.4	-6.8	-1.74	-2.6	0.2	-2.3
> CCCc1cc(C(=O)NNC(=S)NCc2ccccc2)cs1
    1.8	-5.7[20 µM]	-12.1	-14.0	1.1	0.037	-9.3	0.6	-5.0
> Cc1ccccc1-c1noc(-c2ccccc2F)n1
    -1.0	-9.8[20 µM]	-9.4	13.4	-0.5	x	-3.9	-0.9	2.0
> N#Cc1ccsc1NC(=O)c1ccccn1
    -2.2	-23.1	-32.6	-6.1	7.8	x	-3.5	1.1	-8.3
> CC(/C=N/NC(=O)c1cc(-c2ccncc2)nc2ccccc12)=C\c1ccco1
    1.1	0.4[20 µM]	-6.2	20.6	1.9	0.581	6.7	0.4	5.3
> CCOC(=O)C1CCCN(Cc2nc3ccc([N+](=O)[O-])cc3c(=O)n2-c2ccc(OC)cc2OC)C1 (centres undefined)
    -3.5	-20.5	-2.7	7.3	0.3	-0.0362	-3.1	-0.7	-6.5
> Cc1cc(OCCn2cnc3ccccc3c2=O)ccc1[N+](=O)[O-]
    -1.5	-29.9	-1.4	12.1	5.5	-1.18	3.5	0.1	-0.9
> O=C(CN1CCN(c2ncccn2)CC1)N1CCc2ccccc21
    -1.2	-23.4	-8.5	9.9	0.7	0.466	3.8	0.5	-10.3
> O=C(CCc1nnc(CCCCc2ccccc2)o1)N1CCCC(O)C1 (centres undefined)
    1.5	-23.3	-0.8	14.1	-4.3	-1.26	1.9	0.3	1.1
> O=C(c1cc(C(=O)N2CCOCC2)c2nc3ccccc3n2c1)c1cc(Cl)cc(Cl)c1O
    3.3	5.1	26.0	19.8	-2.0	-1.72	10.0	-0.3	8.6
> CSC(=Nc1ccccc1)Nc1ccccc1
    3.9	-19.8	-0.5	4.2	10.0	0.995	-3.3	2.9*	-0.5
> COC(=O)c1ccc(NC(=S)N2CCC(C(N)=O)CC2)cc1
    5.9	-20.4	-9.4	12.1	3.2	1.68	4.1	1.3	-5.5
